# Screens deposited in PubChem by National Center for Advancing Translational Sciences (NCATS).
# ATXN viability = cell viability loss in ATXN counter-screen. S2 cells (HEK-293 line with an ATXN2-luciferase reporter) viability, CellTiter-Fluor protease fluorescence, 24 h. Potency, µM (titrated, usually from 56.7 µM), most hits filed as cytotoxic. 400,000 tested, 0.49% active; also: nearly all actives have a fitted effect of over 40% in size
# TGFb inhibitor = TGF-b pathway inhibition | HepG2 CAGA-GFP TGF-b/SMAD3 reporter, GFP fluorescence, 18 h; TGF-beta stimulated, 500 pg/mL final | Potency, µM (top dose mostly 46.1 µM), for the others: at the top dose activity, negative = inhibition, most hits filed as inhibitors | 410,000 tested, 1.2% active; also: % is scaled to controls: 0 for no effect and ±100 for the full control effect; nearly all actives have a fitted effect of over 65% in size
#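 HEPG2 CAGA-GFP reporter cells (1000/well, DMEM with 1% FBS) received compounds, then recombinant TGF-beta at 500 pg/mL final for 18 hours at 37 degrees C. Per-cell GFP summed per well was normalised to unstimulated and stimulated DMSO controls before curve fitting.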
# Nrf2 ARE act = activates Nrf2 signaling | AREc32 ARE-luciferase reporter (MCF7-derived line), luminescence, 24 h | Potency, µM (titrated, usually from 46.1 µM), for the others: at the highest dose activation, hits mostly activators | 410,000 tested, 0.31% active | AID 624171; also: % of control where 0% means no effect; nearly all actives have a fitted effect of over 65% in size
#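 Luminescent ARE reporter assay in AREc32_Fluc cells: overnight plating at 37 deg C, 24 hr compound incubation, Steady-Glo added, 30 min RT before reading.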
# MCF10A rerep = inducers of DNA re-replication in MCF 10A breast cells | Potency, µM (highest dose often 46.1 µM), for inactives: top-dose activity, positive = re-replication, usual class: activators | 350,000 tested, 2.9% active | AID 624296 | MCF 10A DNA re-replication, Hoechst nuclear intensity, 48 h; also: % of control where 0% means no effect; nearly all actives have a fitted effect of over 50% in size
# Nrf2 block = blocks Nrf2 signaling. A549 ARE-Fluc reporter, luciferase luminescence, 18-24 h. Potency, µM (series often up to 46 µM), for the others: at the top dose activity change, negative = inhibition, hits mostly inhibitors. 360,000 tested, 2.1% active; also: % is scaled to controls: 0 for no effect and ±100 for the full control effect; nearly all actives have a fitted effect of over 60% in size
#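 A549 ARE_Fluc cells, 5000/well, 5% FBS OPTI-MEM; compounds in dose-response, 18-24 h at 37 °C/5% CO2; CellTiter-Fluor viability read (Ex 405/Em 525), then BugLite luciferase luminescence = Nrf2 activity.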
# EPAC2 antagonist = blocks human EPAC2 exchange factor | Potency, µM (titrated, usually from 114 µM), without a hit: top-dose activity, negative = inhibition, actives largely listed as inhibitors | EPAC2 GEF exchange of Rap1B-BODIPY-GDP, fluorescence | AID 720708 | 360,000 tested, 0.18% active; also: % is scaled to controls: 0 for no effect and ±100 for the full control effect; nearly all actives have a fitted effect of over 45% in size; many of its hits are not listed in these tables
# Target sequence (Q8WZA2 whole entry, looked up): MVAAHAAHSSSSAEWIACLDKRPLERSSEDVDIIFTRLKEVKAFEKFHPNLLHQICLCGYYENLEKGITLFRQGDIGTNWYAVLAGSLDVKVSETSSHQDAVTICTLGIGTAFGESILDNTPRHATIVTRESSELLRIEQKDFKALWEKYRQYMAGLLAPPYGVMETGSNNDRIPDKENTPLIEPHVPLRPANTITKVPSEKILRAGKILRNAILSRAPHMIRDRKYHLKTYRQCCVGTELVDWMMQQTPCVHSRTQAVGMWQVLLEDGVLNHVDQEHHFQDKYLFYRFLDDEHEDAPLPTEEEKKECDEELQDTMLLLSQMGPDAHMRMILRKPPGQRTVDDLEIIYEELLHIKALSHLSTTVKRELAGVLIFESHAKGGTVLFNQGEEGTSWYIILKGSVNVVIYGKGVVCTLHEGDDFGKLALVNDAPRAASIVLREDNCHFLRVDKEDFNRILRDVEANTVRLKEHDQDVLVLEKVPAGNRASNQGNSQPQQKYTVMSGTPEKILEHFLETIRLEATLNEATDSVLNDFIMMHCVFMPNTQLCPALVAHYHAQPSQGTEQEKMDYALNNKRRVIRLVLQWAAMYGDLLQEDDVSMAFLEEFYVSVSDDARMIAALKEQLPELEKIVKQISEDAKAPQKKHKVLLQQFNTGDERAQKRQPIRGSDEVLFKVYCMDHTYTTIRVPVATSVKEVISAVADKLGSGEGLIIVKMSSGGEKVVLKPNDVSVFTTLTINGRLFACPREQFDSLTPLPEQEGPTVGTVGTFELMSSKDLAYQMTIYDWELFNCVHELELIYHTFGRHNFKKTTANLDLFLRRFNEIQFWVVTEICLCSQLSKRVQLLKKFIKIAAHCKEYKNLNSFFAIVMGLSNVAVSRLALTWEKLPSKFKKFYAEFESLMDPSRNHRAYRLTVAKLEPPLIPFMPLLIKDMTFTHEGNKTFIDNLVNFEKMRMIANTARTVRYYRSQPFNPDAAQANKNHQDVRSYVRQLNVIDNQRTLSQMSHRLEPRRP
# A549 viability = counter-screen for Nrf2 inhibitors: cytotoxicity in A549 cells. A549 ARE-Fluc cells, CellTiter-Fluor viability, 18-24 h. Potency, µM (titrated, usually from 46 µM), for inactives: top-dose activity change, negative = cytotoxicity, hits mostly inhibitors. 390,000 tested, 0.16% active; also: % is scaled to controls: 0 for no effect and ±100 for the full control effect
#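 A549 ARE_Fluc cells in 5% FBS OPTI-MEM were exposed to compounds in concentration-response for 18-24 h at 37 deg C. Viability was read by CellTiter-Fluor fluorescence (Ex 405/Em 525) after 30 min, before the luciferase read.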
# HepG2 viability = HepG2 cytotoxicity, counter-screen for TGF-b inhibitors. 410,000 tested, 0.76% active. AID 588856. Potency, µM (series often up to 46.1 µM), for the others: top-dose activity change, negative = cytotoxicity, most hits filed as cytotoxic. HepG2 CAGA-GFP viability, ATP luminescence, 18 h; also: some results filed as inactive show a strong effect at the top dose
#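 HepG2 CAGA-GFP cells (1000/well, DMEM with 1% FBS) received compound, then TGF-beta at 500 pg/mL final, and were incubated 18 hours at 37 degrees C. Viability was read by CellTiter-Glo luminescence. Media-only wells were set as complete cell-killing and DMSO as no toxicity.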
# ATXN2 expr inh = ATXN2 expression inhibition | HEK-293 ATXN2-luciferase reporter, luminescence, 24 h | Potency, µM (series often up to 57 µM), for the others: at the top dose activity change, negative = inhibition, hits mostly inhibitors | AID 1745845 | 360,000 tested, 0.72% active; also: % is scaled to controls: 0 for no effect and ±100 for the full control effect; nearly all actives have a fitted effect of over 55% in size
#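 ATXN2-luciferase reporter cells (luciferase flanked by upstream and downstream ATXN2 gene portions) were treated 24 h at 37 °C with compounds at up to 57 uM. SteadyGlo luminescence gave expression; GF-AFC fluorescence gave viability.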
# Starred values were filed as active, the others as inactive; i = inactive; ? = inconclusive; · = no result given; & = joins results of further samples; [ ] = remark or other dose. Calls follow the shape of the dose curve; as a rule, active = well fitted curve in the direction sought with a large enough effect; inconclusive = small, poorly fitted or top-dose-only effect, or another doubt; inactive = no such curve, though single readings can be large; an effect the other way counts as inactive or inconclusive. Potency is read from the fitted curve at half-maximal effect. The list is partial; count on the stated rates, not on these rows.
SMILES	ATXN viability	TGFb inhibitor	Nrf2 ARE act	MCF10A rerep	Nrf2 block	EPAC2 antagonist	A549 viability	HepG2 viability	ATXN2 expr inh
O=C(NCc1cccnc1)C1CCCN1S(=O)(=O)c1ccc(Cl)cc1 (stereo not drawn)	i	8%	0.0%	20%	3%	14%	4%	10%	-3%
CSCCC(NC(=O)c1cccc(C)c1)C(=O)Nc1sccc1C(N)=O (stereo not drawn)	i	9%	-0.8%	4%	7%	2%	-7%	10%	2%
NS(=O)(=O)c1ccc(NC(=O)c2cccc3cc4ccccc4nc23)cc1	?	-18%	6.3%	?	?	8%	-2%	-17%	-32%
Cc1cc2nc(C3CCN(CC4COc5ccccc5O4)CC3)[nH]c2cc1C (stereo not drawn)	?	?	-1.1%	?	?	0%	?	-52%	?
CCN(CC)c1ccc(NC(=O)c2ccc(Cl)nc2)cc1	?	-13%	3.9%	5.8µM*	0%	0%	-1%	-22%	-6%
CCOC(=O)Cn1nc(C)n(-c2ccc(F)cc2)c1=O	i	12%	0.1%	-7%	3%	-4%	5%	5%	6%
CC(=NNc1ccc([N+](=O)[O-])cn1)c1ccccc1	i	9%	9.2%	-1%	?	2%	-1%	-4%	75%[activator]
CC(C)[C@@H](CO)N(C)S(=O)(=O)c1ccccc1Br	i	-13%	-1.0%	9%	2%	2%	9%	-17%	3%
COc1ccc(CNC(=O)CN(c2ccc(C)cc2)S(=O)(=O)c2c(C)nn(C)c2C)cc1	i	7%	-0.4%	5%	-12%	-5%	0%	-32%	2%
Cc1ccc(OCC(=O)N2CCN(S(=O)(=O)c3ccc4c(c3)OCCO4)CC2)c(C)c1	i	-29%	5.9%	12%	-18%	11%	15%	-20%	·
CCN1CCC2(CC1)N=C(c1ccc(F)cc1)C(=S)N2	i	-23%	0.3%	2%	-8%	-1%	0%	2%	-10%[11.3 µM]
COCCNC(=O)c1cc(S(=O)(=O)N2CCOCC2)ccc1SCc1cccc(OC)c1OC	i	-10%	-0.8%	0%	0%	-4%	2%	18%	-24%
O=C(CSCc1ccccc1Cl)N1CCN(c2ccccn2)CC1	i	-21%	3.1%	-1%	-34%	-5%	1%	-25%	48%[activator]
Cc1ccc2c(CC(=O)Nc3ccc(S(=O)(=O)N4CCCCC4C)cc3)coc2c1 (stereo not drawn)	i	?	3.9%	·	?	·	-3%	-20%	-13%
CCOc1nc(-c2ccc(OC)cc2)ccc1-c1noc(-c2ccncc2)n1	i	10%	0.3%	2%	13%	-1%	0%	-4%	-1%
CCOC(=O)CC1(c2ccccc2)CCOC(C)(C)C1 (stereo not drawn)	i	0%	0.2%	0%	14%	-3%	14%	-29%	0%
CCOC(=O)C(C)Oc1cccc2c(=O)n(CC(=O)Nc3ccc4c(c3)OCCO4)ccc12 (stereo not drawn)	i	-2%	0.4%	0%	2%	2%	-5%	1%	?
CN(c1cnn(-c2ccccc2)c(=O)c1Cl)n1cccc1	i	8%	3.8%	0%	10%	13%	-8%	16%	29%
O=C(NCc1ncc(C(F)(F)F)cc1Cl)Nc1ccccc1	i	-11%	2.4%	-4%	?	5%	3%	-12%	0%
COc1ccc(C(CNC(=O)Cc2ccccc2)N2CCCCC2)cc1 (stereo not drawn)	i	6%	-0.4%	2%	5%	2%	0%	-15%	-9%
CCc1ccc(-c2ccc3nnc(SCC(=O)NCC4CCCO4)n3n2)cc1 (stereo not drawn)	i	-5%	0.2%	-3%	-18%	9%	-1%	-12%	-21%
COc1ccc(-n2nc3c(N4CCC(C(=O)NC5CCCCC5)CC4)nnc(C)c3c2C)cc1	i	2%&-21%	0.3%&-0.7%	-4%	-10%&29%	-2%	-1%&-1%	0%&8%	-2%&4%
Cc1nn(Cc2ccc(F)cc2)c(C)c1NC(=O)c1cnn2cccnc12	i	?	0.0%	0%	·	-1%	-2%	7%	-2%
O=C1c2cccc3cccc(c23)N1Cc1cccc(F)c1	i	6%	9.3%	26µM*	-1%	?	-4%	-2%	20%
CCc1ccc2[nH]c(C(=O)Nc3ccc(F)cc3Br)cc2c1	i	-14%	8.7%	0%	16%	-2%	0%	-23%	9%
OCC1OC(Oc2cccc3ccccc23)C(O)C(O)C1O (stereo not drawn)	i	-1%	-0.7%	0%	9%	5%	1%	13%	4%
Cc1noc(-c2ccccc2)c1NC(=O)Nc1ccccc1	i	-8%	-0.8%	0%	-7%	5%	-14%	5%	-1%
COc1ccc(C2c3[nH]c4ccccc4c3CCN2CCCn2cccn2)c(F)c1 (stereo not drawn)	i	-9%	0.3%	-6%	3%	-10%	-7%	-12%	-4%
COc1cc(OC)c(OC)cc1/C=C1\CCC/C(=C\c2cc(OC)c(OC)cc2OC)C1=O	?	?	24%	16µM*	?	3%	?	-14%	?
Cc1ccc(OCC(=O)N2CCOCC2)cc1C	i	0%	4.5%	-10%	?	-10%	13%	2%	25%

# 3 of the entries above in order of their number in Nrf2 ARE act, lowest first.
mol,Nrf2 ARE act,EPAC2 antagonist
COc1ccc(C(CNC(=O)Cc2ccccc2)N2CCCCC2)cc1 (stereo not drawn),-0.4%,2%
COc1ccc(C2c3[nH]c4ccccc4c3CCN2CCCn2cccn2)c(F)c1 (stereo not drawn),0.3%,-10%
CCc1ccc2[nH]c(C(=O)Nc3ccc(F)cc3Br)cc2c1,8.7%,-2%

# (cont.)
SMILES	ATXN viability	TGFb inhibitor	Nrf2 ARE act	MCF10A rerep	Nrf2 block	EPAC2 antagonist	A549 viability	HepG2 viability	ATXN2 expr inh
Cc1ccc(/C=N/NC(=O)C2COc3ccccc3O2)s1 (stereo not drawn)	?	1%	2.2%	1.8µM*	22%	-2%	?	-5%	6%
Cc1cccc(C(=O)NCC(c2ccc(F)cc2)N2CCOCC2)c1 (stereo not drawn)	?	-4%	-0.2%	-13%	-2%	1%	4%	-1%	-5%
O=C(CN1C(=O)c2ccccc2C1=O)Nc1ccccc1C(=O)NC1CCCCCC1	i	-14%	13%	?	?	-6%	10%	-12%	-2%
CC1=C(c2ccc(C)c(C)c2)S(=O)(=O)N(Cc2ccc(C(=O)NCc3ccc(C)cc3)cc2)C1=O	·	1%	-0.6%	·	?	·	1%	0%	·
NC(=O)CC(NC(=O)Cc1cccc2ccccc12)c1ccc(NCCc2cccc(F)c2)c([N+](=O)[O-])c1 (stereo not drawn)	?	11%	0.0%	68%	-28%	3%	-18%	1%	?
CCc1nc2ccc(C(=O)N3CCN(C(C)=O)CC3)cn2c1N(CCC(C)C)CCN(C)C	i	5%	0.3%[9.22 µM]	·	·	13%	·	-3%	0%
Cc1ccc(S(=O)(=O)N2CCC(C(=O)OCCOc3ccccc3)CC2)cc1C	i	-20%	-0.2%	0%	-11%	-5%	-4%	-2%	3%
O=C(NCCCCc1ccccc1)c1cccc(Br)c1	i	1%	-0.2%	-2%	2%	0%	0%	4%	4%
COCCNC(=O)CCCN1C(=O)CCn2nc(-c3cccn3C)cc21	i	14%	-0.1%	·	·	·	1%	-11%	0%
COCCOC(=O)c1c(C)oc2ccc(NS(=O)(=O)c3ccc(F)cc3)cc12	i	?	0.3%	1%	?	-21%	-12%	-21%	·
CC(=O)c1c(C)[nH]c(C(=O)OCC(=O)N2CCc3ccccc32)c1C	i	5%	3.6%	?	?	-17%	20%	-7%	15%
Nc1nonc1-n1nnc(C(=O)N/N=C/c2ccccn2)c1-c1ccccc1	i	-7%	-0.3%	15%	?	-5%	7%	-5%	-8%
COC(C/C=C\C(=O)[C@H](C)OCc1ccccc1)OC	i	-14%	?	?	9%	19%	-5%	-28%	14%
COc1ccc(C(=O)COC(=O)c2cccc(-n3cnnn3)c2)c(OC)c1	i	4%	0.3%	?	?	7%	0%	2%	74%[activator]
Cc1noc(C)c1NC(=O)N(C)C[C@H]1OCCCC[C@@H](C)Oc2ccc(NS(=O)(=O)c3ccccc3)cc2C(=O)N([C@H](C)CO)C[C@@H]1C	i	-1%	-1.1%	·	·	9%	·	9%	-7%
CCN(CCCNC(=O)CCNC(=O)Cn1cnc2ccccc2c1=O)c1ccccc1	i	22%	0.3%	-6%	-4%	9%	-6%	1%	2%
N#Cc1cc([N+](=O)[O-])ccc1NC(=O)CSc1n[nH]c(=O)[nH]c1=O	i	-7%	-0.1%	-1%	13%	11%	-6%	-2%	-1%
CCOc1cc(C)ccc1OCc1nnc(SCC(=O)c2cccc([N+](=O)[O-])c2)n1CC	i	?	2.0%	?	7%	-18%	1%	-21%	-9%
CC(=O)c1sc(N/N=C2\CC3CCC2(C)C3(C)C)nc1C (stereo not drawn)	i	6%	5.0%	21µM*	-6%	-6%	-3%	-23%	-22%
Cc1ccc(Cl)cc1-c1cc(C(=O)NCc2ccccc2)[nH]n1	i	1%	0.4%	·	·	-8%	·	2%	-24%
CN(c1ccccc1)c1nc(N)c([N+](=O)[O-])c(Nc2ccccc2F)n1	i	-15%	2.5%	4%	-5%	-12%	6%	-37%	28%
Cc1ccc(C(=O)NCCSc2snnc2C)cc1	i	3%	2.1%	5%	·	9%	0%	-3%	41%[activator]
O=C(Nc1ccccc1C(F)(F)F)c1cc2ncc(CCCl)cn2n1	i	-6%	0.7%	14%	23%	-9%	-2%	-10%	0%
O=C(N/N=C/c1cccnc1)c1ccccc1NS(=O)(=O)c1cccs1	i	-3%	-0.6%	0%	12%	-2%	10%	-5%	-14%
COc1ccccc1N1CCN(CC(O)COc2ccc3c(c2)OCO3)CC1 (stereo not drawn)	i	-15%	-0.6%	-3%	-16%	2%	1%	-15%	1%

# Ordered by formula weight (largest number first): part of the list above.
SMILES	ATXN viability	TGFb inhibitor	Nrf2 ARE act	MCF10A rerep	Nrf2 block	EPAC2 antagonist	A549 viability	HepG2 viability	ATXN2 expr inh
Cc1ccc(S(=O)(=O)N2CCC(C(=O)OCCOc3ccccc3)CC2)cc1C	i	-20%	-0.2%	0%	-11%	-5%	-4%	-2%	3%
COCCOC(=O)c1c(C)oc2ccc(NS(=O)(=O)c3ccc(F)cc3)cc12	i	?	0.3%	1%	?	-21%	-12%	-21%	·
O=C(NCCCCc1ccccc1)c1cccc(Br)c1	i	1%	-0.2%	-2%	2%	0%	0%	4%	4%
